Screening results deposited in PubChem by Fisher Drug Discovery Resource Center.
mcGAS inh – blocks mouse cGAS activity | hit rate 0.15% among 160,000 | inhibition, % at 12.5 µM | recombinant cGAS, Kinase-Glo ATP depletion luminescence | Q8C6L5;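 further: 0% = negative control wells and 100% = reference inhibitor with no enzyme activity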
NPYLR7 ag – mosquito NPYLR7 agonism. HEK293T NPYLR7/Galpha15, GCaMP6s calcium fluorescence. AID 1259423. activation, % at 10 µM. hit rate 0.15% among 270,000; in the data active means activation above about 40%;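 further: 0% = vehicle and 100% = reference agonist at the receptor; some compounds past the cut are filed as inactive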
hcGAS lum – inhibitors of human cGAS; recombinant h-cGAS, ATP depletion, Kinase-Glo luminescence; inhibition, % at 12.5 µM; AID 1259398; hit rate 0.081% among 290,000;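 further: 0% = vehicle reaction and 100% = reaction without DNA for no activity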
Target sequence (Q8N884 whole entry, looked up): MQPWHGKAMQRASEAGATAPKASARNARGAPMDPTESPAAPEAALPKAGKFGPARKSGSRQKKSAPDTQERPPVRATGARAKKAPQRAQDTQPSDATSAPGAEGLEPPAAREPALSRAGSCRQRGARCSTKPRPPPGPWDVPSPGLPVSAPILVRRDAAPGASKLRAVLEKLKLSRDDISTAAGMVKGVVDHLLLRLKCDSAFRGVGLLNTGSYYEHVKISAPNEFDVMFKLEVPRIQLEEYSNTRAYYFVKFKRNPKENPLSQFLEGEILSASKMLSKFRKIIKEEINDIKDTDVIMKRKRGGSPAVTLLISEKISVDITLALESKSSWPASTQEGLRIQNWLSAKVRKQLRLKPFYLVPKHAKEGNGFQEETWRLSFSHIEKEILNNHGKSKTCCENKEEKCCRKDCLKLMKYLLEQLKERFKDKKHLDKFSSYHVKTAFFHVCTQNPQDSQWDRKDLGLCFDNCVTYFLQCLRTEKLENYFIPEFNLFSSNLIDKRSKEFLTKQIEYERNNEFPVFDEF
* hit, by the source's call; nt = not tested or not shown. Unless noted, no stated cut-off is given here; in the data, active means inhibition above about 40%; inactive means the rest.

SMILES	mcGAS inh	NPYLR7 ag	hcGAS lum
CC(=O)Nc1ccc(S(=O)(=O)Nc2cccc(-c3ccc(N4CCCCCC4)nn3)c2)cc1	-8	-1	-7
CN(CCNC(=O)c1cn(C)c2ccccc12)S(C)(=O)=O	-16	nt	-3
CC(Sc1ccc(S(=O)(=O)N(C)C)cn1)C(=O)NC(C)c1ccc(F)cc1 (stereo not given)	nt	6	-5
CC(C)Nc1ccc(C(=O)NCCCN(C)c2ccccc2)cn1	-5	-14	-8
Cc1ccc(Cn2nnc3c(=O)n(Cc4ccc(Cl)c(Cl)c4)cnc32)cc1	nt	5	7
COc1cc(Cl)c(S(=O)(=O)n2nnc3ccccc32)cc1Cl	nt	-1	-3
CCCCNC(=O)OC1CCS(=O)(=O)C1 (stereo not given)	-3	0	-10
COc1cccc(-n2nnc3c(SC(C(C)=O)C(=O)N(C)C)ncnc32)c1 (stereo not given)	-7	16	-7
O=C(C1CCCO1)N1CCC(NCc2cccc(-n3cccn3)c2)CC1 (stereo not given)	nt	17	-10
O=C1COCc2cc(-c3ccc4c(c3)OCO4)ccc2N1CCN1CCOCC1	nt	8	-5
Cc1cccnc1CN1CCN(Cc2cc(C(C)(C)C)n[nH]2)CC1	nt	2	-5
COc1ccccc1N1CC(c2nc3ccccc3n2Cc2ccccc2)CC1=O (stereo not given)	-8	5	-8
Cc1ccc(NC(=O)C(=O)N2CCC3(CC2)OCCN3S(=O)(=O)c2c(C)cc(C)cc2C)cc1	nt	12	-5
CC(C)(C)CC(=O)N1CCN(CCO)[C@@H]2CS(=O)(=O)C[C@@H]21	-5	nt	-14
COc1ccc(NC(=O)CCC2CCCN(C(=O)CCc3ccccc3Cl)C2)c(C)c1 (stereo not given)	-4	-11	5
Cc1ccc(-c2nc3c4c5c(sc4[nH]c(=O)n3n2)CCC5)cc1	nt	3	-6
CCCCN(CC(=O)N(CCc1c[nH]c2ccccc12)Cc1ccc(N(C)C)cc1)C(=O)c1cccc([N+](=O)[O-])c1	-6	22	-1
O=C(Nc1ccccn1)C1CCN(C(=O)c2ccoc2)CC1	-7	9	-9
O=C(c1ccc(N2CCCNCC2)nc1)N(Cc1ccccc1)C[C@@H]1CCC[C@@H]1O	nt	8	-3
O=S(=O)(c1ccc(Cl)cc1)N1CCC(N2CCOCC2)CC1	-3	18	-6
CC1CCC(N2CCC(N(C)CCC#N)CC2)CC1 (stereo not given)	nt	-3	6
CC(C)S(=O)(=O)c1oc(-c2cccs2)nc1S(=O)(=O)c1ccccc1	nt	6	-3
CCOc1ncnc2c1sc1nc(C)c3c(c12)CC(C)(C)OC3	nt	2	1
Cc1ccc(Cc2nsc(Oc3ccc(CC(=O)NC4CCCCC4)cc3)n2)cc1	-5	16	-11
CCN1C(=O)C(=Cc2c(N3CC(C)OC(C)C3)nc3c(C)cccn3c2=O)SC1=S (stereo not given)	-7	-1	-9
COc1ccc(NC2CCCN(C(=O)CCCN3CCCC3=O)C2)cc1OC (stereo not given)	nt	5	-8
O=C(COC(=O)C12CC3CC(CC(C3)C1)C2)Nc1c(F)c(F)c(F)c(F)c1F	nt	-1	-1
c1ccc(OCc2noc(CN3CCC(c4ccncc4)CC3)n2)cc1	-10	17	-9
CC(C)CN1CCC(NCC(C)Oc2cccnc2)CC1 (stereo not given)	nt	-1	-2
CC(=O)CSc1nc2ccccc2c(=O)n1Cc1ccco1	nt	-4	-4
NC(N)=NCc1ccc(CN2CCOCC2)cc1	nt	2	-8
CCOC(=O)c1c(NC(C)=O)sc(I)c1-c1ccccc1	-6	0	-4
CCOC(=O)C1CCN(C(c2ccc(C)cc2)C2Sc3nc(C)nn3C2=O)CC1 (stereo not given)	nt	-1	-8
CCn1ccnc1CNC(=O)c1coc(COc2cccc(C(F)(F)F)c2)n1	nt	-2	-2
Cc1cc(C)c(CN2CCC(F)(F)CC2)cc1CN1CCN(C)CC1	5	nt	10
C=CCNC(=O)NC1CCN(c2ccccc2C(=O)NCc2ccc3c(c2)OCO3)CC1	-7	0	-5

Part of the list above, limited to hcGAS lum and mcGAS inh:
compound,hcGAS lum,mcGAS inh
CCOC(=O)c1c(NC(C)=O)sc(I)c1-c1ccccc1,-4,-6
c1ccc(OCc2noc(CN3CCC(c4ccncc4)CC3)n2)cc1,-9,-10

(continued)
SMILES	mcGAS inh	NPYLR7 ag	hcGAS lum
Cc1nc(CN(C(=O)c2ccc(C3CCCO3)s2)C(C)C)no1 (stereo not given)	nt	-3	3
CN1CC2(CCCN(Cc3nnc(-c4ccco4)o3)CC2)OC1=O (stereo not given)	nt	10	-4
Cc1nc2ncnn2c(C)c1CC(=O)Nc1nccs1	nt	3	0
CN1CCc2c(C#N)c(NCC3CCCO3)n3cnnc3c2C1 (stereo not given)	nt	0	-5
Cc1[nH]n(-c2ccccc2)c(=O)c1[N+]#N	nt	10	1
CN1CCN(S(=O)(=O)c2ccc(NCC(c3ccco3)N3CCCCC3)nc2)CC1 (stereo not given)	nt	8	-6
N#CCCN(Cc1ccco1)S(=O)(=O)c1cccc(C(=O)O)c1	nt	-2	-7
O=C(Cn1nnc2ccccc2c1=O)NCc1cccnc1	nt	3	-7
Cc1ccc(NC(=O)CSc2nccn3nc(-c4ccc(F)cc4)cc23)cc1Cl	0	-1	-2
O=c1[nH]c2c(-c3ccccc3)c(O)cn2c2c1sc1ccccc12	nt	0	1
Cc1[nH]n2c(=O)c3c(nc2c1-c1ccc(F)cc1)CCC3	nt	-5	1
CC1CCN(C(=O)c2ccccc2N2CCC(NC(=O)c3ccc(F)cc3)CC2)CC1	-4	17	-4

Looked up above:
NPYLR7 ag result of `Cc1[nH]n2c(=O)c3c(nc2c1-c1ccc(F)cc1)CCC3` → -5
NPYLR7 ag result of `O=c1[nH]c2c(-c3ccccc3)c(O)cn2c2c1sc1ccccc12` → 0

Continued.
SMILES	mcGAS inh	NPYLR7 ag	hcGAS lum
O=C(/C=C/c1ccc(F)cc1)Nc1nc2ccccc2s1	-4	-11	-3
O=C(c1cc(-c2ccccc2Cl)nn1-c1cccc([N+](=O)[O-])c1)N1CCN(C(c2ccccc2)c2ccccc2)CC1	-3	1	-5
Cc1ccc(S(=O)(=O)N2CCCCC2C(=O)N2CCCCCC2)cc1 (stereo not given)	-3	-2	-3
COc1ccc(C(=O)N(C)c2nnc(C34CC5CC(CC(C5)C3)C4)s2)cc1OC	-2	-1	-1
O=C(c1ccc(=O)n(Cc2cccc(F)c2)n1)N1CCc2ccccc21	nt	2	-12
O=C(CCN1C(=O)c2ccccc2C1=O)Nc1ccccc1Cl	-6	6	-7
COCCn1c(CN2CCCCC2)nc2c1c(=O)n(C)c(=O)n2C	nt	17	-6
COc1cccc(NC(=O)N[C@H]2[C@H](O)[C@@H](N(C)CCc3ccccn3)[C@@H]3OC[C@H]2O3)c1	-4	-4	-3
CCOc1cccc(N2CCN(C(=O)C(C)C)C(C)C2=O)c1 (stereo not given)	-7	24	-7
CC(=O)CCCCC(=O)N1CCC2(CC1)Nc1ccccc1C(=O)N2C1CCCC1	nt	0	-9
CC(=O)N[C@H]1C[C@@H](CC(C)C)O[C@@H](CCc2ccccc2)C1	-1	-6	-1
Cc1nn(C)c(C)c1NC(=O)c1cccc(CN(C)C(C)c2ccco2)c1 (stereo not given)	-9	2	1
N#Cc1cccc(NC(=O)CN2CCC3(CC2)CC(=O)c2c(ccc4ccccc24)O3)c1	nt	7	-2
CC1CCCN(c2cc(C(=O)NC3CCCc4ccccc43)c3ccccc3n2)C1 (stereo not given)	nt	12	-2
OCC#Cc1csc(CN2CCCC(c3nc4ccccc4o3)C2)c1 (stereo not given)	-12	nt	-8
COC(=O)Cn1cnc(-c2ccc(F)cc2)cc1=O	-8	-19	-3
CC1(C(=O)NS(=O)(=O)c2ccc(Br)cc2)CCN1C(=O)CCc1ccccc1 (stereo not given)	nt	3	-9
C=CCNC(=O)CSc1nc2ncc(Cl)cc2[nH]1	nt	-1	-11
O=C(CSc1ncnc2sc3c(c12)CCCC3)Nc1ccccc1	0	-7	-1
COc1ccc(CSc2nnc(C)s2)cc1F	nt	-4	-1
Cc1cccc(NC(=O)c2c(N)n(/N=C\c3ccncc3)c3nc4ccccc4nc23)c1	-6	12	-5
COc1ccc(-c2cccc(-c3ccc(NC(=O)c4c(F)c(F)c(F)c(F)c4F)cc3)n2)cc1	-6	-6	-5
Cc1nc(NCCNS(=O)(=O)c2ccccc2Cl)cc(-n2cccn2)n1	-5	-7	-2
COCCNC(=O)c1cc(NC(=O)Nc2cccc(F)c2)ccc1N1CCC(Cc2ccccc2)CC1	-3	12	-2
Cn1c(=O)[nH]c(=O)c2c1nc(Br)n2CCCc1ccccc1	5	2	7
CC(C)c1nc(CN2CCc3onc(-c4cccc(F)c4)c3C2)no1	-10	-6	-4
Cc1cccc(-c2noc(C3CCN(C(=O)c4ccc(Cl)nc4)CC3)n2)c1	-4	2	-4
CC(C)c1ccc(NC2CCCN(Cc3cnc(N4CCOCC4)s3)C2)cc1 (stereo not given)	-11	nt	-10
CCOc1ccc(-n2ccn3c(CC(C)CC(=O)NCc4cccc(OC)c4)nnc3c2=O)cc1 (stereo not given)	-9	9	-4
CCCCCN(C(=O)c1ccccc1C)C(CC)c1nc2ccccc2c(=O)n1-c1cccc(C)c1 (stereo not given)	-5	0	-10
N#Cc1cnn(C(=O)c2ccc(SC(F)F)cc2)c1N	nt	-9	-12
COc1ccccc1C(=O)N1CCN(c2nc(-c3cccc(C(F)(F)F)c3)nc(C)c2Cc2ccccc2)CC1	-6	-6	-10
Cc1ccc(F)c(CNC(=O)C2CCC(=O)N(CCN3CCOCC3)C2)c1F (stereo not given)	nt	-1	5
CCn1cccc(-c2nnc(SCC(=O)NCc3ccccc3Cl)n2C)c1=O	nt	4	-13
O=C(NC1CCCCC1)N1CCN(c2ccc3nnc(C4CC4)n3n2)CC1	-8	6	-2
Nn1c(SCC(=O)Nc2cccc(Cl)c2Cl)nnc1-c1ccc(Cl)cc1	nt	15	-2

Shown as labelled records: four of the compounds above.
> Cn1c(=O)[nH]c(=O)c2c1nc(Br)n2CCCc1ccccc1
  mcGAS inh: 5	NPYLR7 ag: 2	hcGAS lum: 7
> Cc1ccc(F)c(CNC(=O)C2CCC(=O)N(CCN3CCOCC3)C2)c1F (stereo not given)
  mcGAS inh: nt	NPYLR7 ag: -1	hcGAS lum: 5
> O=C(NC1CCCCC1)N1CCN(c2ccc3nnc(C4CC4)n3n2)CC1
  mcGAS inh: -8	NPYLR7 ag: 6	hcGAS lum: -2
> CC(C)c1ccc(NC2CCCN(Cc3cnc(N4CCOCC4)s3)C2)cc1 (stereo not given)
  mcGAS inh: -11	NPYLR7 ag: nt	hcGAS lum: -10

(more compounds)
SMILES	mcGAS inh	NPYLR7 ag	hcGAS lum
COc1cncc(-c2cc(Cl)ccc2OC)c1	-15	-1	-2
FC(F)(F)c1cccc(CCC2CCCNC2)c1 (stereo not given)	nt	5	-7
CCOC(=O)c1c(C)c(C(=O)NC2CC(C)CC(C)(C)C2)c(C)n1CC (stereo not given)	-6	11	-5
O[C@@H]1CN(Cc2ccncc2Cl)CC[C@H]1c1ccc2c(c1)OCO2	nt	49*	-4

Single records, as listed above.
FC(F)(F)c1cccc(CCC2CCCNC2)c1 (stereo not given) across the screens: mcGAS inh = nt; NPYLR7 ag = 5; hcGAS lum = -7
COc1cncc(-c2cc(Cl)ccc2OC)c1 across the screens: mcGAS inh = -15; NPYLR7 ag = -1; hcGAS lum = -2
